DAX1 inh-1 – DAX1 (NR0B1) inhibition, primary screen. HEK293T StAR-luciferase reporter, SF-1/DAX-1 repression relief. inhibition, % at 6.8 µM. actives 1.1% (n = 370,000). AID 652010;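 active means inhibition above the mean over all tested compounds plus 3 SD, cut at about 3.6% in these data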;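 further: 0% = DAX-1 cells with DMSO and 100% = cells lacking DAX-1 with DMSO; higher inhibition means more luminescence from relief of DAX-1 repression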
ADAM17 inh – inhibitors of human ADAM17. recombinant ADAM17, EDANS/DABCYL FRET peptide cleavage. actives 0.83% (n = 370,000). inhibition, % at 6.95 µM. AID 720648. P78536;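 active means inhibition above the mean of compounds lying between control limits plus 3 SD, set per campaign, cut at about 8.5% in these data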;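 further: 0% = DMSO-only wells as the low control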
hgDAF12 agonist – agonists of H. glycines DAF-12 nuclear receptor; HEK293 GAL4-hgDAF12 UAS-luciferase reporter, agonist luminescence; normalized to butyrate control; activation, % at 6.8 µM; actives 1.8% (n = 370,000);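 active means activation above a cutoff set at the mean of all screened compounds plus 3 SD, cut at about 10% in these data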;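 further: 0% = DMSO wells and 100% = sodium butyrate wells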
Rev-erbA mod – modulates human Rev-erb alpha binding to DNA; P20393; Rev-erbα–FITC-DNA binding, fluorescence polarization, 90 min; activity, % at 10 µM; actives 0.79% (n = 370,000); AID 1259318;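 active means activity above about 14%, limit read from the data; passing the limit was not always enough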;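 further: 0% = DMSO wells with 35 nM protein and 100% = DMSO wells with 750 nM protein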
DAX1 inh-2 – NR0B1 (DAX1) inhibition; P51843; actives 0.99% (n = 340,000); HEK293 Gal4-DAX1 luciferase reporter, luminescence; AID 504766; inhibition, % at 6.75 µM;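 active means inhibition above the mean over all tested compounds plus 3 SD, cut at about 4.2% in these data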;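 further: 0% = DAX1-transfected cells with DMSO and 100% = empty-vector control cells with DMSO; inhibition shows as a rise in luminescence from relieved DAX1 repression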
hcDAF12 agonist – activators of H. contortus DAF-12 nuclear receptor; HEK293 hcDAF-12 lit1-tk-luc reporter, luminescence; 0% DMSO, 100% Δ7-dafachronic acid; activation, % at 6.8 µM; actives 1.4% (n = 370,000); AID 652067;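 active means activation above the mean of all tested compounds plus 3 SD, cut at about 5.5% in these data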;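 further: 100% = response to 3 µM Δ7-dafachronic acid high control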
SMARCA2 activ – increases SMARCA2 function in MMTV reporter cells. activation, % at 9.1 µM. MG213 cells, MMTV-luciferase reporter, dexamethasone, overnight. actives 1% (n = 370,000); in the data active means activation above about 7.8%;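 further: 0% = vehicle wells and 100% = reference activator wells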
MBD2 inh – blocks human MBD2 binding to methylated DNA; actives 0.31% (n = 370,000); AID 686964; TR-FRET, MBD2 binding to methylated oligonucleotide; inhibition, % at 4.4 µM; in the data active means inhibition above about 13%
ssDAF-12 act – activators of S. stercoralis DAF-12 nuclear receptor | HEK293 ssDAF-12/GRIP1 lit1-tk-luc reporter, luminescence; % of 3 µM dafachronic acid response | activation, % at 6.8 µM | actives 1% (n = 370,000) | AID 652126;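 active means activation above the mean over all tested compounds plus 3 SD, cut at about 0.9% in these data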;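 further: 0% = DMSO-only wells and 100% = 3 µM delta7-dafachronic acid wells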
PLC-gamma1 inh – inhibitors of human phospholipase C gamma1 | purified PLC-gamma1, fluorogenic substrate, fluorescence | AID 720700 | actives 0.84% (n = 370,000) | inhibition, % at 12.2 µM | P19174; in the data active means inhibition above about 9.5%
Target sequence (P19174 whole entry, looked up): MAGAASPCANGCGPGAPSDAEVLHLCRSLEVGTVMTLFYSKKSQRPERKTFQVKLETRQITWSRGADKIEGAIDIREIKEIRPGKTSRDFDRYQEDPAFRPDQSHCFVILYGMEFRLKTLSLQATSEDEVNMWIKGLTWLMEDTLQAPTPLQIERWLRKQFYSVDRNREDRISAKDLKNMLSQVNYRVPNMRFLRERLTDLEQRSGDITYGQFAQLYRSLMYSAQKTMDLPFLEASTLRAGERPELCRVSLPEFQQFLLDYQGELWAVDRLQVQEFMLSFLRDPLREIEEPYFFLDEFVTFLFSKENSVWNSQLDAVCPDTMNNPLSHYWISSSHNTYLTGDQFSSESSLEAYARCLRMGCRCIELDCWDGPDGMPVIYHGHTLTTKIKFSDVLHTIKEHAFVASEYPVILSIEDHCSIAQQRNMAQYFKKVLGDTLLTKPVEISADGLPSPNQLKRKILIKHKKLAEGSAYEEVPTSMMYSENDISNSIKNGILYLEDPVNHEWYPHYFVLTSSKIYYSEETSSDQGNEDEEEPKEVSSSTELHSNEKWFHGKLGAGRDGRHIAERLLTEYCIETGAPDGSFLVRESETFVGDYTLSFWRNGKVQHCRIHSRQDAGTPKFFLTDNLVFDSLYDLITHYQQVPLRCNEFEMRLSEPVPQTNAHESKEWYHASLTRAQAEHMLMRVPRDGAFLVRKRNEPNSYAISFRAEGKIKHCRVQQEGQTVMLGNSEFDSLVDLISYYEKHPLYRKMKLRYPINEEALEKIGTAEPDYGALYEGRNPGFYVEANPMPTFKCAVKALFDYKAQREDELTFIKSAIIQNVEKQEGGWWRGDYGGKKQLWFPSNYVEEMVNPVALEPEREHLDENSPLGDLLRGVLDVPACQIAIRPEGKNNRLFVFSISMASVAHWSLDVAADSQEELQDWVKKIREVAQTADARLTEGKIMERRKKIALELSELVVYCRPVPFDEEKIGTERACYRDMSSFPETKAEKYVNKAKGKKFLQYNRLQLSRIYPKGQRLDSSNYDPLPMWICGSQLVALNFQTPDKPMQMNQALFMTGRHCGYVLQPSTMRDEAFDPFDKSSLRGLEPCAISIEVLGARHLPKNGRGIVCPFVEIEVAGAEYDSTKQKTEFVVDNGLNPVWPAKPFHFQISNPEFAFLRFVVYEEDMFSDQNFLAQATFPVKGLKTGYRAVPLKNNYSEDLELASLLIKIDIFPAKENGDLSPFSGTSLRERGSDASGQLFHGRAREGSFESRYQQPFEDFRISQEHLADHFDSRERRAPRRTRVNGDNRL
PLCb3 inh – blocks human PLC-beta3 enzyme activity; Purified PLC-beta3, fluorogenic substrate, fluorescence; actives 0.18% (n = 370,000); Q01970; AID 720704; inhibition, % at 12.2 µM; in the data active means inhibition above about 11%;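 further: 0% = median of compound wells on plate and 100% = full blocker control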
* hit, by the source's call; x = no result given.

Structure,DAX1 inh-1,ADAM17 inh,hgDAF12 agonist,Rev-erbA mod,DAX1 inh-2,hcDAF12 agonist,SMARCA2 activ,MBD2 inh,ssDAF-12 act,PLC-gamma1 inh,PLCb3 inh
CC1CCC(NC(=O)c2ccc(NC(=O)CC3SC(N4CCCC4)=NC3=O)cc2)CC1 (stereo not drawn),3.1,1,3.7,5,1.6,2.0,5,3,0.1,3,-1
CCNC(=O)C1(C)CCN(Cc2cccc(Oc3ccccc3)c2)C1 (stereo not drawn),-0.9,-3,-3.2,-2,x,-1.4,-2,8,-2.0,0,0
COC(=O)c1cc(OC)nc2ccc(Br)cc12,-0.1,-1,1.2,9,-1.9,-1.1,2,-6,-0.6,2,-3
O=S(=O)(NC1c2cccc3cccc(c23)C1N1CCNCC1)c1ccccc1 (stereo not drawn),-0.1,-6,0.8,-8,-1.3,0.9,2,4,-0.3,-2,-4
CCNC(=O)Nc1ccc2c(c1)C(=O)N(C)[C@H]1CC[C@@H](CC(=O)NCCN3CCCC3)O[C@@H]1CO2,-0.1,-8,5.9,-2,x,0.6,1,1,-0.4,-1,-2
CCOC(=O)Oc1ccc2c(c1)C(C)=CC(C)(C)N2C(=O)OCC,-0.7,-2,0.9,0,-1.2,-0.5,0,2,-1.2,-1,-3
NC(=O)c1ccc(Oc2ccc(Cl)cc2)c([N+](=O)[O-])c1,0.3,0,-0.4,0,1.2,-1.3,-1,2,-0.9,0,-4
CCOC(=O)C(=CNc1ccccc1Cl)C(=O)OCC,-0.1,1,0.7,-1,-0.6,0.3,3,4,-1.1,-1,-1
Cc1ccccc1CN(C)c1ccc(S(=O)(=O)N2CCN(C)CC2)cn1,-0.7,0,-1.6,-4,0.4,1.0,-3,-3,-1.3,-2,-8
CC(=O)C1=C(C)NC2=C(C(=O)CC(C)(C)C2)C1C (stereo not drawn),1.4,-6,2.2,-1,1.6,-1.2,-1,-4,-1.6,-35,-45
COc1ccc(S(=O)(=O)N2CCOCC2)cc1NC(=O)c1cccs1,1.4,2,-0.5,3,0.2,-1.1,-1,-2,-0.4,4,2
COc1cc(OC)c(C2SCCS2)c(OC)c1,0.0,-1,-1.9,-7,-0.5,-1.2,-4,-3,-1.3,-3,1
Cc1ccc(C2(C)NC(=O)N(CC(=O)N(C)CC(=O)Nc3cccc(F)c3)C2=O)cc1 (stereo not drawn),0.5,-3,0.7,10,0.6,-2.6,-2,-5,-0.6,-2,-5
CCCOC(=S)Nc1ccccc1,0.2,-5,1.5,1,1.0,-0.8,0,0,-1.2,1,2
CCOC(=O)c1cnc2c(OC)cccc2c1NCc1cccnc1,-0.9,-30,-2.3,0,-0.3,-0.6,2,5,-1.8,-39,-45
Clc1ccc(N2CCN(c3cnc4ccccc4n3)CC2)cc1,-0.1,-9,0.8,6,-0.4,-1.0,2,4,-1.3,-7,-7
CC(C)Oc1ccc(C(=O)Nc2ccc(NC(=O)c3ccco3)c(Cl)c2)cc1,-0.7,-4,2.5,8,0.3,-2.2,-2,1,-1.1,-2,15*
CCc1cccc(NS(=O)(=O)c2c(C)nc3sc(CC)nn3c2=O)c1,-1.4,-2,-0.8,-1,2.1,-0.7,-1,0,-1.7,-2,1
N#Cc1ccc[n+](CC(=O)c2ccc(NC(=O)c3ccccc3)cc2)c1,-0.4,-3,-1.5,5,0.3,-1.2,5,0,-0.8,-20,-35
Clc1ccc(CNc2ncnc3[nH]ncc23)cc1Cl,-0.9,0,-3.9,-3,-0.1,-1.9,-3,-1,-0.1,1,-2
CCCn1c(SCC(=O)OCc2ccccc2)nc2c1c(=O)n(C)c(=O)n2C,0.2,0,1.1,5,2.2,3.5,-2,2,0.0,2,-1
O=C(Cn1nnc2c(cnn2-c2ccc(F)cc2)c1=O)c1ccccc1F,0.7,-3,0.8,6,-0.1,-0.5,3,2,-1.0,-2,0
CCOC(=O)C1CCN(c2nc(N)c3c(N)nc(SCC(=O)O)cc3c2C#N)CC1,0.0,-79,-3.0,-9,-0.5,-0.6,-3,-12,-1.2,-229,-317
O=C(COC(=O)Cn1cnc2ccccc21)Nc1ccccc1C(F)(F)F,0.5,1,-1.3,4,0.0,-0.7,6,-2,-1.5,3,-1
CCOC(=O)C1(CCOc2ccccc2)CCN(CC=C(C)C)CC1,1.1,-7,2.5,0,0.7,1.8,-1,10,0.0,-1,-12
Cc1cc(S(=O)(=O)N2CCOCC2)ccc1OCC(=O)Nc1cccc(F)c1,-0.1,2,1.2,2,2.3,-2.4,-1,3,-0.8,0,1
CCc1nn(CCCC(=O)Nc2ccc(C)cc2C)c(=O)c2cc3occc3n12,-0.2,-7,-1.2,0,0.2,-0.9,-3,-4,-0.4,-10,-19
c1cncc(-c2nc(N3CCOCC3)c3c4c(sc3n2)CCC4)c1,0.2,-25,-3.4,2,0.5,-0.3,0,3,-1.6,-96,-137
N#Cc1cc([N+](=O)[O-])ccc1N1CCN(c2ccccc2O)CC1,-0.5,-2,2.8,-6,-1.6,-0.4,-2,-9,-1.7,2,-1
COc1ccccc1/C=N/n1c(N)c(C(=O)NC2CCCCC2)c2nc3ccccc3nc21,0.7,-7,-0.2,2,0.3,1.1,-2,2,-1.3,-9,-7

Profiles from above. Order of screens: DAX1 inh-1 | ADAM17 inh | hgDAF12 agonist | Rev-erbA mod | DAX1 inh-2 | hcDAF12 agonist | SMARCA2 activ | MBD2 inh | ssDAF-12 act | PLC-gamma1 inh | PLCb3 inh
`c1cncc(-c2nc(N3CCOCC3)c3c4c(sc3n2)CCC4)c1` across the screens: 0.2 | -25 | -3.4 | 2 | 0.5 | -0.3 | 0 | 3 | -1.6 | -96 | -137
`O=C(COC(=O)Cn1cnc2ccccc21)Nc1ccccc1C(F)(F)F` across the screens: 0.5 | 1 | -1.3 | 4 | 0.0 | -0.7 | 6 | -2 | -1.5 | 3 | -1

The listing continues.
Structure,DAX1 inh-1,ADAM17 inh,hgDAF12 agonist,Rev-erbA mod,DAX1 inh-2,hcDAF12 agonist,SMARCA2 activ,MBD2 inh,ssDAF-12 act,PLC-gamma1 inh,PLCb3 inh
COc1cc(/C=N/NC(=O)CCN2CCN(C)CC2)cc2c1OCO2,-0.3,-5,-0.3,3,-0.1,-1.8,-4,2,-0.1,2,-8
Cc1[nH]nc(-c2ccc(O)cc2O)c1-c1nc2ccccc2s1,0.7,-1,1.2,8,0.1,0.9,-2,3,-0.3,-39,-47
O=C(Cn1cnc2c(nnn2Cc2ccc(F)cc2)c1=O)NCc1ccc2c(c1)OCO2,0.1,0,0.3,-1,0.0,-1.4,-2,4,-1.1,1,4
O=C1CCCC/C1=C\Nc1ccc(Cl)cn1,0.3,-7,0.0,1,4.3*,-1.4,-1,3,-1.0,-5,-9
Cc1ccc(S(=O)(=O)/C=C2\NC(=O)CS2)cc1,-0.3,-1,-1.3,-2,0.8,0.1,-3,-2,-1.5,0,-3
O=C(O)/C=C/c1ccc(S(=O)(=O)Nc2cccnc2)cc1,-0.3,-3,-2.3,4,-1.1,-0.9,-2,2,-1.6,0,-4
CC(=O)c1ccc(NC(=O)C[n+]2ccc(N(C)C)cc2)cc1,-0.5,-4,-3.1,1,-0.5,-2.6,-2,2,-1.6,-1,-7
O=C(O)C(CCc1ccccc1)N1C(=O)c2ccccc2C1=O (stereo not drawn),0.3,-2,4.1,2,0.7,-1.0,0,-1,-0.4,-2,-3
Cc1ccc(S(=O)(=O)N2C(=O)CCC2C(=O)O/N=C(\N)c2cccc([N+](=O)[O-])c2)cc1 (stereo not drawn),-0.6,0,0.1,4,-0.3,0.1,-1,1,-1.2,1,-9
COCCNC(=O)/C(C#N)=C/c1cccc(/C=C(\C#N)C(=O)NCCOC)c1,0.1,1,1.7,-6,1.4,-0.5,2,2,-0.6,2,1
CN=C1N(C)C[C@@H]2[C@@H]3C(=O)N(C)C(=O)[C@@H]3[C@](C)(C(=O)OC)N12,1.9,0,2.8,2,0.2,-0.3,-1,-1,-1.2,-1,3
COc1ccc(CNC(=O)CSCc2c(F)cccc2Cl)cc1,0.1,-9,2.6,1,0.8,-1.0,-4,1,-1.2,-1,-10
Cc1ccc(NC(=O)N2CCSc3ccccc32)cc1,1.0,0,1.0,0,-0.8,0.5,-2,-5,-0.4,-1,-1
COc1ccc(CN(C)C(=O)Cn2cc(C)c(=O)[nH]c2=O)cc1OC,0.8,1,-0.6,-1,-1.0,1.5,-5,-1,-0.6,-1,1
O=S(=O)(NCCc1ccccn1)c1ccc(OC(F)(F)F)cc1,1.6,-2,0.4,3,-0.1,-2.2,-1,-1,-0.9,-4,-10
Cc1cc(=O)[nH]c(-c2cccs2)n1,-0.2,0,-0.2,6,2.8,1.7,1,-1,-0.5,5,-4
CCOC(=O)C1CCN(C(=O)c2ccc3nc(-c4ccc(OC)cc4)c(-c4ccc(OC)cc4)nc3c2)CC1,-0.7,-42,-0.9,-4,-0.5,-2.3,-3,-3,-1.6,-283,-469
C=CCNC(=O)CN(c1cc(Cl)ccc1OC)S(=O)(=O)c1ccc(C)c([N+](=O)[O-])c1,-0.7,-2,0.6,0,0.5,-2.1,1,5,-0.1,-1,-4
O=C(CCNC(=O)c1ccc(Cl)cc1)NCc1ccccc1Cl,0.4,-7,-2.9,4,-0.6,-1.3,0,4,-1.4,4,-8
CCOC(=O)/C=c1\sc2n(c1=O)CCN=2,-0.6,-10,-0.9,-7,-0.6,-0.5,-1,-3,-2.0,1,-5
Cc1cc2n(n1)SC(Nc1cccc3ccccc13)N2 (stereo not drawn),-0.2,-13,2.5,4,0.6,4.5,2,1,-0.3,-35,-49
CC(=O)Nc1ccc(NC(=O)CSC2=NCCS2)cc1,0.5,4,2.0,-9,0.4,-0.5,0,-2,-0.8,4,6
C=CCNC(=S)NNC(=O)COc1c(Cl)cc(Cl)cc1Cl,0.1,1,-2.6,1,-0.2,-1.6,-1,2,-1.5,-3,-4

High-throughput results: PubChem BioAssay, several laboratories
